RAD54 inh: inhibitors of human RAD54 branch migration, primary screen, biochemical, fluorescence, single point | inhibition, % at 10.4 µM | hit rate 0.14% among 360,000 | RAD54 Holliday junction branch migration, FAM/BHQ fluorescence;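 active = mean normalized replicate activity at least 40 and at least half of replicates scoring 40 or more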;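 also: 0% = median of neutral control wells and 100% = median of positive control wells; inhibitors cause a drop in the FAM fluorescence signal; in these data hits start at about 50%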
E-sel inducer: E-selectin induction in HUVECs, primary screen, imaging, HUVEC, immunofluorescence imaging, single point. normalized: neutral wells 0, TNF-alpha wells 100. activation, % at 7.58 µM. hit rate 0.37% among 260,000. AID 686992, 2013;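 active = mean E-selectin-positive cell signal at least 10% of the positive control, reached in at least 60% of replicates, without over 20% cell loss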;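 also: in these data hits start at about 27%; measured in HUVEC primary endothelial cells; signal is the percent of cells scored E-selectin positive by PE staining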
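Read-out: % PE-positive cells | Test system: HUVEC | Doses: One compound dose added by pin transfer | Buffer or medium: EGM-2 over gelatin coat | Signal: Immunofluorescence imaging | Benchmarks: TNF-alpha, DMSO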
ERp5 inh: inhibitors of ERp5-driven insulin aggregation, primary screen, biochemical, turbidity, absorbance 650 nm, single point. Protein disulfide-isomerase A6 (Homo sapiens), Q15084. 90 min. inhibition, % at 9.99 µM. hit rate 0.05% among 350,000;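 active = mean replicate inhibition above about 25%, with every replicate also reaching it, limit read from the data, passing the limit was not always enough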
Target sequence (Q15084 whole entry, looked up): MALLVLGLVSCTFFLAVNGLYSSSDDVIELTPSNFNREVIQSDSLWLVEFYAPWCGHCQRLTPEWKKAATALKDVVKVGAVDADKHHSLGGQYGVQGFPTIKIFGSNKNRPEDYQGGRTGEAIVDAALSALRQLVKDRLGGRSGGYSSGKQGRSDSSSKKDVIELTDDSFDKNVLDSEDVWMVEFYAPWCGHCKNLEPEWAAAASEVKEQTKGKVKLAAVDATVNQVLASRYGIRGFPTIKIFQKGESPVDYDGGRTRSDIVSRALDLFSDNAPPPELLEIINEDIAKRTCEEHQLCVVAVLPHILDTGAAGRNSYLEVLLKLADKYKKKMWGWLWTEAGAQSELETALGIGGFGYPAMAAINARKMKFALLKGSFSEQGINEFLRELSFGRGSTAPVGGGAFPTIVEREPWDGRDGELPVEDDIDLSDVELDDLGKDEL
RAD52 anneal inh: RAD52 DNA annealing inhibitors, primary screen, biochemical, FRET, single point, set 2. hit rate 0.46% among 360,000. inhibition, % at 18.7 µM. recombinant RAD52 DNA annealing, FRET fluorescence;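 active = every replicate showing at least 50% inhibition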
CASP6 VEID inh: human caspase-6 inhibitors, primary screen, biochemical, VEID-R110 fluorescence, single point, set 2; purified caspase-6, Z-VEID-R110 cleavage fluorescence; AID 686996, 2013; inhibition, % at 12.5 µM; P55212; hit rate 0.53% among 350,000;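 active = mean inhibition across replicates at least about 35%, with every replicate also reaching that limit, limit read from the data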;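 also: 0% = median of neutral control wells and 100% = no fluorescence left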
Target sequence (P55212 24-179 limits assumed): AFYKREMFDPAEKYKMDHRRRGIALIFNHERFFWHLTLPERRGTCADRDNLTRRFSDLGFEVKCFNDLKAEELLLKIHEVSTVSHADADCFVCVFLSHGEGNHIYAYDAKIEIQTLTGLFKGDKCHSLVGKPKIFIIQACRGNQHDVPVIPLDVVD
Target sequence (P55212 194-293 limits assumed): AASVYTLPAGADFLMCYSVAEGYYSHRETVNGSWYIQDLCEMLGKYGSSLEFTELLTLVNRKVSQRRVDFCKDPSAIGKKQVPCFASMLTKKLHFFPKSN
ARNT TACC3 PPI: disruptors of ARNT/TACC3 protein interaction, primary screen, biochemical, AlphaScreen, single concentration; Transforming acidic coiled-coil-containing protein 3 (Homo sapiens), Q9Y6A5; AlphaScreen His-ARNT PAS-B/GST-TACC3 binding, luminescence; TACC3 fragment carries E629A point mutation; inhibition, % at 9.99 µM; hit rate 0.66% among 390,000; AID 623870, 2012;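 active = mean inhibition of replicates at least 50% and at least half of replicates each reaching 50%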;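 also: 0% = complete ARNT plus TACC3 wells and 100% = ARNT alone without TACC3; many hits fall short of the cut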
PglD inh: C. jejuni PglD acetyltransferase inhibitors, primary screen, biochemical, DTNB colorimetric, single point. UDP-N-acetylbacillosamine N-acetyltransferase PglD (Campylobacter jejuni). purified PglD enzyme, DTNB colorimetric CoA detection. inhibition, % at 12.5 µM. hit rate 0.098% among 360,000. AID 602405, 2012; in the data active = inhibition above about 16%, passing the limit was not always enough; also: strong numbers were not always called active
esBAF inh: Bmi1 luciferase reporter increase in mESCs, primary screen, esBAF inhibitor project, mouse ES cells, Bmi1 luciferase knock-in, single point | AID 602393, 2012 | hit rate 2% among 350,000 | 24 h; 100% = twice the neutral-well signal | reporter increase, % at 12.5 µM; in the data active = activation above about 40%;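 also: 0% = median of the plate's neutral control wells and 100% = double that signal; a rise in the Bmi1 reporter signal indicates esBAF inhibition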
* marks the source's active call; other numbers are inactive results; / = no result given; & = joins results of further samples.

[1] CCOC(=O)c1nn(-c2ccccc2)c(=O)c2c(NC(C)=O)scc12
[2] Cc1cc(=O)[nH]c(N/N=C/c2c(C)nn(-c3ccccc3)c2C)n1
[3] Cc1ccccc1-n1c(C)cc(/C=C(\C#N)C(=O)NCC2CCCO2)c1C (centres undefined)
[4] Oc1ccc(/C=N/Nc2ccccc2)cc1
[5] CCOC(=O)Cc1nnc(NC(=O)c2ccccc2OC)s1
[6] COc1ccc([N+](=O)[O-])cc1NS(=O)(=O)c1cccc(C(=O)NCCCN2CCCC2=O)c1
[7] Cc1cc(CN(C)C(=O)C2CCC(=O)N(CCc3ccccc3)C2)n[nH]1 (centres undefined)
[8] COc1ccc(OC)c(NC(=O)CN(C)CC(=O)Nc2ccccc2Cl)c1
Screen / compound no.,1,2,3,4,5,6,7,8
RAD54 inh,/,-1,-6,-5,-12,0,4,-9
E-sel inducer,-0.6,0.0,/,8.3,/,-0.6,-0.3,/
ERp5 inh,-6,-2,/,-4,/,1,-4,-4
RAD52 anneal inh,-4,-13,/,-5,/,4,-15,-1
CASP6 VEID inh,-2,/,/,-3,/,3,0,-4
ARNT TACC3 PPI,-13,18,2,4,-6,0,-2,0
PglD inh,/,-4,1,-1,-1,6,-1,7
esBAF inh,/,-5,36,6,9,-3,-2,-1

[9] CCCc1cc(=O)oc2cc(OCC(=O)NC(Cc3ccc(Cl)cc3)C(=O)O)ccc12 (centres undefined)
[10] O=C(C[C@H]1CC[C@@H](NC(=O)CN2CCOCC2)[C@@H](CO)O1)NC1CCC1
[11] Cn1nc(C(=O)NNC(=O)c2cccc(Cl)c2)c2ccccc2c1=O
[12] COc1ccc(F)cc1-c1cc(C(=O)NCc2ccc(F)cc2)[nH]n1
[13] CCOc1ccc(NC(=O)C2CCN(S(=O)(=O)c3ccc4c(c3)C(C)(C)C(=O)N4C)CC2)cc1
[14] Cc1noc(C)c1C(=O)Nc1ccc2c(c1)CCC2
[15] COCC(=O)NCCc1nc2ccccc2[nH]1
[16] CCNC(=O)C1(C)CCCN1Cc1c(F)cccc1F (centres undefined)
Screen / compound no.,9,10,11,12,13,14,15,16
RAD54 inh,1,7,-5,1,0,-5,6,-13
E-sel inducer,/,-0.1,/,0.1,-0.3,/,/,0.4
ERp5 inh,4,4,2,1,3,/,-2,0
RAD52 anneal inh,-8,-4,-8,-9,-6,/,-12,-5
CASP6 VEID inh,2,0,-1,4,0,/,0,3
ARNT TACC3 PPI,1,-3,2,/,-12,-8,-5,/
PglD inh,-1,3,-3,7,-2,2,-1,4
esBAF inh,-8,0,12,0,0,19,5,-6

[17] COc1ccccc1CNc1ccccc1F
[18] CC1(C)O[C@@H]2C[C@H]3[C@@H]4CCC5=CC(=O)CC[C@]5(C)[C@@]4(F)[C@@H](O)C[C@]3(C)[C@]2(C(=O)CCl)O1
[19] CCOC(=O)C1=C(CN2CCN(C(=O)c3ccco3)CC2)NC(=O)NC1c1ccc(F)cc1 (centres undefined)
[20] Cc1c(OC(C)C(=O)NCC(O)c2ccccc2)ccc2c3c(c(=O)oc12)CCC3 (centres undefined)
[21] COc1ccc(/C=C(\NC(=O)c2ccccc2)C(=O)N2CCN(C)CC2)cc1OC
[22] O=C(N[C@@H]1CC[C@@H](CC(=O)N2CCCCC2)O[C@@H]1CO)c1cccc(F)c1
[23] CC=Cc1ccc2n(c1=O)C[C@@H]1[C@@H](CO)[C@H](C(=O)N3CCN(C)CC3)N(Cc3ccccc3F)[C@H]21 (mixture of isomers)
[24] CCC1(c2ccc(F)cc2)NC(=O)N(CC(=O)NC2CCCC(C)C2C)C1=O (centres undefined)
Screen / compound no.,17,18,19,20,21,22,23,24
RAD54 inh,/,-4,1,/,-3,3,-11,5
E-sel inducer,/,-0.1,/,/,/,0.8,0.0,-0.1
ERp5 inh,-1,-4,0,-2,-2,1,-7,-15
RAD52 anneal inh,-4,-10,-2,-10,-12,15,-7,-4
CASP6 VEID inh,-2,/,2,/,1,-4,-1,2
ARNT TACC3 PPI,0,-6,-1,0,-4,4,3,-4
PglD inh,/,3,1,/,-2,4,-4,7
esBAF inh,4,-7,4,-2,-7,0,5,-8

Compounds 17 to 20 from above:
[17] COc1ccccc1CNc1ccccc1F
[18] CC1(C)O[C@@H]2C[C@H]3[C@@H]4CCC5=CC(=O)CC[C@]5(C)[C@@]4(F)[C@@H](O)C[C@]3(C)[C@]2(C(=O)CCl)O1
[19] CCOC(=O)C1=C(CN2CCN(C(=O)c3ccco3)CC2)NC(=O)NC1c1ccc(F)cc1 (centres undefined)
[20] Cc1c(OC(C)C(=O)NCC(O)c2ccccc2)ccc2c3c(c(=O)oc12)CCC3 (centres undefined)
Screen / compound no.,17,18,19,20
RAD54 inh,/,-4,1,/
E-sel inducer,/,-0.1,/,/
ERp5 inh,-1,-4,0,-2
RAD52 anneal inh,-4,-10,-2,-10
CASP6 VEID inh,-2,/,2,/
ARNT TACC3 PPI,0,-6,-1,0
PglD inh,/,3,1,/
esBAF inh,4,-7,4,-2

Remaining list, next part:
[25] CN(Cc1cnn(C)c1)C(=O)c1cc2ccccc2oc1=O
[26] CN1CCN(C(=S)NCCc2ccccc2)CC1
[27] CCOC(=O)[C@H]1O[C@@H]1C(=O)N[C@@H](CC(C)C)C(=O)NCCC(C)C
[28] CC(C)CN(C(=O)CCC(=O)OCc1ccc(Cl)cc1Cl)c1c(N)n(CC(C)C)c(=O)[nH]c1=O
[29] CC(C)NC(=O)N1C[C@H]2[C@@H](c3ccccc31)[C@H](CO)N2C(=O)c1ccc(F)cc1
[30] CCOc1ccc(N=C/C=C/c2ccccc2)c(O)c1
[31] COc1ccc(C2C(C(=O)NCCN(C)C)c3ccccc3C(=O)N2C)cc1OC (centres undefined)
[32] COc1ccc(CNC(=O)C(C)N(C)Cc2cccc(F)c2)cc1 (centres undefined)
Screen / compound no.,25,26,27,28,29,30,31,32
RAD54 inh,-10,-12,17,3,-4,1,6,11
E-sel inducer,/,/,/,0.5,-0.2,0.0,/,/
ERp5 inh,/,-1,/,-5,-11,5,/,-1
RAD52 anneal inh,/,-9,/,-1,-3,-145,/,11
CASP6 VEID inh,/,1,/,0,-3,0,/,2
ARNT TACC3 PPI,-6,-16,-3,5,-6,3,-1,-18
PglD inh,5,-3,-6,4,1,-3,-31,5
esBAF inh,-4,35,3,/,0,-5,-1,-4

[33] CC(=O)C1=C(O)C(=O)N(c2ccc(S(=O)(=O)Nc3nccs3)cc2)C1c1ccc([N+](=O)[O-])cc1 (centres undefined)
[34] CCCCCCCCCCOC(=O)Cn1c(COc2ccc(C)cc2)[n+](C)c2ccccc21
[35] COc1ccc(N2CC(C(=O)N3CCc4ccccc43)CC2=O)cc1 (centres undefined)
[36] N#Cc1ccc(OC(=O)C2CCN(C3=NS(=O)(=O)c4ccccc43)CC2)cc1
[37] O=C(Nc1cc(Cl)cc(Cl)c1)c1ccno1
[38] CC(C)NC(=O)N(C)C[C@H]1OCc2cn(nn2)CCCC(=O)N([C@@H](C)CO)C[C@@H]1C
[39] O=C(CCCN1C(=O)/C(=C\c2ccco2)SC1=S)Nc1cccc2ccccc12
[40] C[C@H](CO)N1C[C@H](C)[C@@H](CN(C)Cc2ccc(C(F)(F)F)cc2)OCCCC[C@H](C)Oc2ccc(NC(=O)CCCN(C)C)cc2C1=O
Screen / compound no.,33,34,35,36,37,38,39,40
RAD54 inh,/,50*,12,9,13,2&-18,/,1
E-sel inducer,/,/,0.1,/,-0.2,-0.2,3.0,0.1
ERp5 inh,3,-3,-2,-7,5,-5,-7,3
RAD52 anneal inh,-5,80*,-13,-15,-7,6,-104,43
CASP6 VEID inh,17,-78,-4,-1,0,-4,5,-1
ARNT TACC3 PPI,0,8,-2,/,-6,-17,2,0
PglD inh,/,-2,-2,-2,0,0&5,/,-1
esBAF inh,/,-32,3,-1,2,2&3,/,2

[41] Cc1ccn(CC(=O)N2CCCC(N3CCN(Cc4ccc5c(c4)OCO5)CC3)C2)n1 (centres undefined)
[42] CCOC(=O)Nc1cc2c(cc1[N+](=O)[O-])-c1ccccc1C2=O
[43] NC1=NC2(CCCCC2)N(c2ccc(F)cc2)C(N)=N1
[44] CCCn1c(SCC(=O)Nc2sc(C)c(C)c2C#N)nnc1C(C)C
[45] Cc1ccc(OCCC(=O)OCC(=O)NC2CCS(=O)(=O)C2)cc1 (centres undefined)
[46] Cc1cc(F)c(F)c(C(=O)N2CCN(C)CC2)c1Cl
[47] Cn1cnc(S(=O)(=O)N[C@H]2C=C[C@H](CC(=O)Nc3ccccc3)O[C@H]2CO)c1
[48] Cc1noc(C)c1S(=O)(=O)Nc1ccc2c(c1)C(=O)N([C@@H](C)CO)C[C@@H](C)[C@@H](CN(C)C)OCCCC[C@@H](C)O2
Screen / compound no.,41,42,43,44,45,46,47,48
RAD54 inh,-1,5,8,-10,-14,-2,-2,-1
E-sel inducer,0.2,1.0,-1.4,/,2.3,/,-0.2,0.1
ERp5 inh,0,0,/,/,12,/,-1,1
RAD52 anneal inh,-9,-31,/,/,-13,/,-6,-24
CASP6 VEID inh,-1,-3,/,/,8,/,-7,-6
ARNT TACC3 PPI,0,-2,3,0,5,27,7,-1
PglD inh,3,3,3,-16,0,-1,3,0
esBAF inh,4,37,6,7,-9,-11,2,-4

[49] C/C=C/c1cnc2c(c1)C(=O)N([C@@H](C)CO)C[C@@H](C)[C@@H](CN(C)S(=O)(=O)c1ccccc1)O2
[50] C=CCOc1ccc(C2NC(=O)c3ccccc3O2)cc1 (centres undefined)
[51] COc1ccc(-c2csc3ncnc(Nc4ccc(O)cc4)c23)cc1
[52] C#CCOCCOCCOCCNc1nc(N2CCN(C(=O)Cn3cc(CCCN=C(N)N)nn3)CC2)nc(N2CCN(C(=O)[C@H](C)n3cc(CCCN=C(N)N)nn3)CC2)n1
[53] C[C@@H]1CN([C@@H](C)CO)C(=O)c2cccc(NC(=O)C3CC3)c2O[C@H]1CN(C)Cc1ccc(C(=O)O)cc1
[54] O=C(C[C@H]1CC[C@@H]2[C@H](COC[C@H](O)CN2Cc2ccc3c(c2)OCO3)O1)Nc1ccc(-c2ccccc2)cc1
[55] Cc1ccc(/C=N/n2c(-c3ccncc3)n[nH]c2=S)o1
[56] COc1ccc(C(=O)C2CCCN(Cc3cn(C)nc3-c3ccccc3)C2)cc1F (centres undefined)
[57] Cc1ccc(S(=O)(=O)N(C)C[C@H]2Oc3ccc(NC(=O)Nc4ccccc4)cc3CC(=O)N([C@@H](C)CO)C[C@@H]2C)cc1
[58] Cc1cccc(CCNC(=O)C2CCCN(S(=O)(=O)c3cnc[nH]3)C2)c1 (centres undefined)
[59] CCOC(=O)N(C)[C@H]1C[C@H]2c3[nH]c4ccccc4c3CCN2C(=O)[C@H]1[C@H](C)O
Screen / compound no.,49,50,51,52,53,54,55,56,57,58,59
RAD54 inh,4,-2,/,-31,6,-2,/,/,11,-4,/
E-sel inducer,0.3,0.1,-0.8,-0.1,-0.2,0.0,-0.2,/,/,/,0.5
ERp5 inh,2,3,6,-6,-3,-3,-1,-1,0,-5,0
RAD52 anneal inh,-11,-11,-8,17,11,-2,-12,-14,4,-17,-15
CASP6 VEID inh,4,-1,-2,-35,-1,1,3,-4,2,0,-1
ARNT TACC3 PPI,2,-6,0,0,-6,3,/,2,2,7,/
PglD inh,1,-3,/,-2,-4,1,/,/,0,-5,/
esBAF inh,2,-1,/,-4,-4,-6,/,/,-5,0,/

Assay outcomes (PubChem BioAssay)
